TEAD-YAP block – TEAD-YAP interaction inhibition, primary screen, TEAD-YAP interaction inhibitor project, luminescence, HEK-TIYL cells; TEAD-Gal4/YAP UAS-luciferase luminescence; inhibition, % at 9.12 µM; 640,000 tested, 1.4% active; AID 1259422, 2018; in the data active = inhibition above about 32%;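 also: 0% = median of test compound wells and 100% = reference inhibitor wells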
FBW7 activator – FBW7 E3 ligase activators, primary screen, biochemical, AlphaScreen, human; F-box/WD repeat-containing protein 7 (Homo sapiens), Q969H0; AlphaScreen FBW7–phospho-cyclin E peptide binding, activator screen; normalized activity (activation), % at 26.1 µM; 650,000 tested, 0.13% active; in the data active = normalized activity above about 1.9%;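 also: purified mutant Fbw7 with reduced substrate affinity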
Target sequence (Q969H0 whole entry, looked up): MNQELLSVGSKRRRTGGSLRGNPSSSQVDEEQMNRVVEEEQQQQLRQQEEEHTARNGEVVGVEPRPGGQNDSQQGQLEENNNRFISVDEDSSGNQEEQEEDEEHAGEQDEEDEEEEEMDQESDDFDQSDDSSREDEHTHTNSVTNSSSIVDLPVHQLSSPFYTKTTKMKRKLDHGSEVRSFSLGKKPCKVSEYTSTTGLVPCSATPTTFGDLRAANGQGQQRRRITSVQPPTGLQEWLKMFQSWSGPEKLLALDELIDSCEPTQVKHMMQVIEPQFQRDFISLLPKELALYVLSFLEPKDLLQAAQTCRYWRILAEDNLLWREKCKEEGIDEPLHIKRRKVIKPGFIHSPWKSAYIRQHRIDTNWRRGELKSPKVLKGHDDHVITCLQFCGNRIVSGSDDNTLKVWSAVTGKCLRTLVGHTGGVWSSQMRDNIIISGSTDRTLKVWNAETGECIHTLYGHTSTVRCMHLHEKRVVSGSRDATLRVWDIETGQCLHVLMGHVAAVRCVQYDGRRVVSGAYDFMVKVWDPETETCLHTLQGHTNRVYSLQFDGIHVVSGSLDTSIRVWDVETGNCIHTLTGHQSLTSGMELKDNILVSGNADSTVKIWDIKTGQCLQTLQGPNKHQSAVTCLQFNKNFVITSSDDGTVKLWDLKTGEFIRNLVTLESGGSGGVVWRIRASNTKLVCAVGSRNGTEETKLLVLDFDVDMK
MITF inh – MITF inhibitors, primary screen, biochemical, AlphaScreen, human; inhibition, % at 2.6 µM; AlphaScreen MITF homodimerization, bead proximity signal; Microphthalmia-associated transcription factor (Homo sapiens), O75030; 650,000 tested, 0.91% active; in the data active = inhibition above about 50%;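 also: 0% = vehicle wells with protein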
GPR151 activ – activators of human GPR151, primary screen, cell-based, PathHunter beta-arrestin, luminescence; PathHunter beta-arrestin GPR151 cells; activation, % at 11.2 µM; 650,000 tested, 1% active; in the data active = activation above about 4.9%;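 also: 0% = median of compound wells and 100% = cells with positive control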
Target sequence (Q8TDV0 whole entry, looked up): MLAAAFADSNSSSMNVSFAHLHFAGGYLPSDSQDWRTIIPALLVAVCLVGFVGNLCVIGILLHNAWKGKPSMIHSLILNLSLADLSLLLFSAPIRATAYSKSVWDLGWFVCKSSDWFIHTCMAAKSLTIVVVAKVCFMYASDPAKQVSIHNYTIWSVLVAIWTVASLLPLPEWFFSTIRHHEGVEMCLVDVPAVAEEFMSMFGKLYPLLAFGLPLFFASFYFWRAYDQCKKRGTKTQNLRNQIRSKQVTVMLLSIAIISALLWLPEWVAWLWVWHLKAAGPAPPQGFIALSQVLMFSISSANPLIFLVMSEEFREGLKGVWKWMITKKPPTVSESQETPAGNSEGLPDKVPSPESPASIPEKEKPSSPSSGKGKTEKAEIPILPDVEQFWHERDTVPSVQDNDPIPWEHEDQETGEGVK
* marks the source's active call; other numbers are inactive results; x = no result given. Rows were taken by chance; overall some 3.5% were active at least once.

SMILES | TEAD-YAP block | FBW7 activator | MITF inh | GPR151 activ
O=C(NC(=S)Nc1cccc(O)c1)c1ccccc1 | -25 | -0.1 | 7 | 0.0
Cn1c(=O)c2c(ncn2CC(O)CNC2=NCCCCC2)n(C)c1=O (centres undefined) | 0 | 0.0 | 2 | -2.0
O=C(NCc1ccccc1)C1CCN(S(=O)(=O)c2cccs2)CC1 | -4 | 0.0 | -3 | 0.1
CCCCOc1ccc(/C=C2\N=C(c3ccccc3)NC2=O)cc1 | -2 | -0.1 | -4 | 1.1
O=C(NCC1COC2(CCCC2)O1)C12CC3CC(CC(C3)C1)C2 (centres undefined) | -2 | 0.1 | 9 | -0.1
COc1ccc(-n2cc(-c3ccccc3)c3c(NCC(C)O)ncnc32)cc1 (centres undefined) | 8 | -0.3 | -8 | 0.2
Cc1cc(N2CC(C)CC(C)C2)n2c(nc3ccccc32)c1C#N (centres undefined) | 5 | 0.2 | 7 | -0.1
CCNC(=O)c1ccc(OC)c([N+](=O)[O-])c1 | 11 | 0.0 | 15 | 0.2
CC(c1nccs1)N(C)C(=O)CC1(c2cccc(F)c2)CC(=O)N(C)C1=O (centres undefined) | -32 | 0.0 | 9 | -0.3
Cc1ccc(C2=NC(C(F)(F)F)(C(F)(F)F)N=C3C=CC(Cl)=CN32)cc1 | 2 | 0.0 | 6 | 2.8
O=C(NCCc1ccc(O)cc1)c1cnc(-c2cccs2)s1 | -16 | 0.0 | 27 | 2.9
COc1ccc(CCNC(=O)c2cc3c(=O)n4cccc(C)c4nc3n2C)cc1OC | 3 | 0.0 | 7 | -0.2
COc1cccc2cc(-c3csc(NC(=O)C4CC4)n3)oc12 | -54 | 0.0 | 1 | -0.9
O=C(NN1C(=O)c2ccccc2NC1c1cccc(O)c1)c1ccc(Br)cc1 (centres undefined) | -4 | 0.0 | 13 | 1.0
CC1=C(C(=O)Nc2cccc(C(F)(F)F)c2)C(c2cccs2)C2=C(CCCC2=O)N1 (centres undefined) | 1 | 0.0 | 2 | 6.5*
Cc1ccc(C)c(N2CCN(c3nc4ccccc4n4cnnc34)CC2)c1 | -2 | 0.1 | -3 | -0.5
O=C(CSc1nnc(-c2ccncc2)n1-c1ccccc1)N/N=C/c1ccccc1O | 2 | -1.0 | 7 | -0.2
COc1ccc(NC(=O)C(C)N2Cc3ccccc3C2=O)cc1OC (centres undefined) | -2 | -0.1 | -4 | 0.7
COc1cccc2sc(N(Cc3ccccn3)C(=O)c3ccc(F)cc3F)nc12 | -8 | -0.1 | -1 | 4.1
OCC1(CCc2ccccc2)CCN(Cc2cccn2-c2cccnc2)CC1 | 8 | 0.2 | 11 | 0.5
Cc1ncc(CO)c(/C=N/NC(=O)c2ccc(Cl)cc2O)c1O | -2 | 0.0 | 60* | 0.9
Cc1ccc(S(=O)(=O)Nc2c(C)n(C)n(-c3ccccc3)c2=O)cc1C | 4 | -0.4 | 3 | 1.1
Cc1ccc(S(=O)(=O)N(C)CCCC(=O)Nc2cc(C)ccc2C)cc1 | 0 | 0.0 | 0 | -1.6
CC(C)(O)C#Cc1ccc(C(=O)N2CCN(c3ccccn3)CC2)o1 | 2 | -0.1 | 13 | -0.6
COc1ccc(-c2cc(C(F)(F)F)nc(S(=O)(=O)CCCC(=O)Nc3cccnc3Cl)n2)cc1OC | -59 | -0.1 | -6 | 0.8

Following part:
SMILES | TEAD-YAP block | FBW7 activator | MITF inh | GPR151 activ
Cc1ccc(CNC(=O)C(Cc2ccc([N+](=O)[O-])cc2)N2C(=O)c3ccccc3C2=O)cc1 (centres undefined) | 6 | 0.2 | 18 | -1.3
NC(=O)NCC(=O)N1CCC(C(O)(c2ccccc2)c2ccccc2)CC1 | 5 | 0.0 | -3 | -1.0
CC(=O)NC(Cc1ccc(C(C)C)cc1)C(=O)NC1CCN(c2nc(C)cc(C)n2)CC1 (centres undefined) | 4 | 0.0 | 2 | 1.9
CSc1ccccc1NC(=O)c1ccc(N2CC3CC(C2)c2cccc(=O)n2C3)c(NC(=O)c2ccncc2)c1 (centres undefined) | -52 | 0.2 | -4 | 0.2
COC(=O)c1ccc(/C=N/NC(=O)C(=O)N2CCCC2)cc1 | -9 | 0.1 | 6 | -0.1
Cc1ccc(S(=O)(=O)/N=C(\c2ccc(Cl)cc2)N2CCOCC2)cc1 | 2 | 0.0 | 16 | -0.5
CCOC(=O)/C(=N\Nc1cc(C(F)(F)F)ccc1Cl)N1CCN(C)CC1 | -3 | 0.3 | 3 | 3.8
Cc1cccc(NC(=O)C(=O)N/N=C/c2cccc(Cl)c2Cl)c1 | -7 | -0.1 | -1 | 1.1
CCOc1ccc(OCC)c(NC(=O)CSc2nnc(C3CC3)n2C)c1 | 5 | 0.1 | -4 | -1.0
O=C1c2ccccc2C(=O)N1Cc1nc2ccccc2c(=O)n1CCCn1ccnc1 | 4 | -0.1 | -1 | 0.9
CNC(=S)N1CCC(NC(=O)C(Cc2ccc(OC)cc2)NC(C)=O)CC1 (centres undefined) | -15 | 2.4* | 5 | 3.4
O=C(O)CCC(=O)NNC(=O)c1cccs1 | 12 | 1.1 | -8 | -0.6
CSc1ccc(Cl)c(C(=O)Nc2ccc3c(c2)OC2(CCCCC2)O3)c1 | -16 | -0.1 | 5 | 1.4
N#CC1=C(N)Oc2nc[nH]c(=O)c2C1c1ccc(Cl)cc1Cl (centres undefined) | 1 | 0.1 | 3 | 0.4
COc1ccc(C(=O)NCc2ccc(C(=O)NCCc3ccccc3)cc2)cc1OC | 1 | 0.8 | 12 | 0.0
O=C(NCc1ccc2c(c1)OCO2)c1cnsn1 | -10 | 0.1 | -9 | -1.3
Cc1ncc(-c2ccncc2)c(C2CCCN(C(=O)c3cccc4ncccc34)C2)n1 (centres undefined) | -23 | 0.0 | 13 | 1.4
CCOC(=O)c1c(C)oc2ccc(N(C(=O)c3ccc([N+](=O)[O-])cc3)S(=O)(=O)c3ccccc3)cc12 | -3 | -0.1 | -7 | -1.5
N=C1C(c2nc3ccccc3[nH]2)=C(O)CN1c1ccc2[nH]c(=O)[nH]c2c1 | 3 | 0.3 | -5 | -2.1
CC(C)NC(=O)c1cc2n(n1)C(C(F)(F)F)CC(c1ccccc1)N2 (centres undefined) | 1 | -0.1 | 9 | 2.8
COc1ccc(N(C2=NCCCS2)S(=O)(=O)c2ccc(C(C)=O)cc2)cc1 | -6 | -0.1 | -13 | -0.7
CC(=O)Nc1ccc(CN2CCOc3ccc(CN4CCN(C(C)=O)CC4)cc3C2)cc1 | 4 | 0.1 | 0 | 0.0
O=C1[C@H]2[C@H]3[C@H](O)[C@H](O)C/C(=N\OC[C@@H](O)COCc4ccco4)[C@H]3CC[C@H]2C(=O)N1Cc1ccccc1 | x | 0.1 | 14 | -0.1
COc1ccc(-c2nc3cc(C)ccc3o2)cc1N | 88* | 0.1 | 13 | -7.6
COc1ccc(/C=C/C(=O)N2CCCCC2C)cc1 (centres undefined) | -42 | -0.1 | 5 | 0.1

Some of these compounds in order of length of the SMILES, rising:
SMILES | TEAD-YAP block | FBW7 activator | MITF inh | GPR151 activ
O=C(O)CCC(=O)NNC(=O)c1cccs1 | 12 | 1.1 | -8 | -0.6
COc1ccc(/C=C/C(=O)N2CCCCC2C)cc1 (centres undefined) | -42 | -0.1 | 5 | 0.1
CCOc1ccc(OCC)c(NC(=O)CSc2nnc(C3CC3)n2C)c1 | 5 | 0.1 | -4 | -1.0
NC(=O)NCC(=O)N1CCC(C(O)(c2ccccc2)c2ccccc2)CC1 | 5 | 0.0 | -3 | -1.0
CSc1ccc(Cl)c(C(=O)Nc2ccc3c(c2)OC2(CCCCC2)O3)c1 | -16 | -0.1 | 5 | 1.4
CCOC(=O)/C(=N\Nc1cc(C(F)(F)F)ccc1Cl)N1CCN(C)CC1 | -3 | 0.3 | 3 | 3.8
O=C1c2ccccc2C(=O)N1Cc1nc2ccccc2c(=O)n1CCCn1ccnc1 | 4 | -0.1 | -1 | 0.9
COc1ccc(N(C2=NCCCS2)S(=O)(=O)c2ccc(C(C)=O)cc2)cc1 | -6 | -0.1 | -13 | -0.7
Cc1ncc(-c2ccncc2)c(C2CCCN(C(=O)c3cccc4ncccc34)C2)n1 (centres undefined) | -23 | 0.0 | 13 | 1.4
N=C1C(c2nc3ccccc3[nH]2)=C(O)CN1c1ccc2[nH]c(=O)[nH]c2c1 | 3 | 0.3 | -5 | -2.1
CC(=O)NC(Cc1ccc(C(C)C)cc1)C(=O)NC1CCN(c2nc(C)cc(C)n2)CC1 (centres undefined) | 4 | 0.0 | 2 | 1.9
CCOC(=O)c1c(C)oc2ccc(N(C(=O)c3ccc([N+](=O)[O-])cc3)S(=O)(=O)c3ccccc3)cc12 | -3 | -0.1 | -7 | -1.5
O=C1[C@H]2[C@H]3[C@H](O)[C@H](O)C/C(=N\OC[C@@H](O)COCc4ccco4)[C@H]3CC[C@H]2C(=O)N1Cc1ccccc1 | x | 0.1 | 14 | -0.1

Remaining list, next part.
SMILES | TEAD-YAP block | FBW7 activator | MITF inh | GPR151 activ
CC(=O)c1cc2c(cc1N)OCCO2 | -1 | 0.4 | 10 | -0.2
CN(C)CCNc1cc(-c2ccccc2)nc(-c2ccccn2)n1 | 1 | -0.4 | -11 | -0.5
CC(=O)N1CCC(N(C(=O)CSCCNC(=O)c2ccccc2)C2CC2)CC1 | 2 | 0.0 | 13 | -1.0
O=C(Cn1nnc(-c2ccccc2)n1)N/N=C/c1cc([N+](=O)[O-])c(Cl)cc1Cl | 5 | 0.1 | 5 | 0.6
Cc1cccn2cc(-c3cc4ccccc4oc3=O)nc12 | -47 | 0.4 | -9 | 0.2
Nc1ccc(-c2cnc3ccc(NCc4cccc(Cl)c4)nn23)cc1 | -8 | 0.0 | -2 | -0.6
COc1ccc(-n2nc3c(c2NC(=O)CCC2CCCCC2)CS(=O)(=O)C3)cc1 | -9 | -0.1 | -7 | -1.5
CC1CCc2nn(CC(=O)NCCCN3CCCCCC3)cc2C1 (centres undefined) | 4 | -0.1 | -27 | -0.7
COc1cc(OC)cc(-n2c(SCC(N)=O)nnc2-c2cccnc2)c1 | 0 | -0.1 | 3 | 1.2
Cc1cccc2cc(C#N)c(NCCNC(=S)NCC3CCCO3)nc12 (centres undefined) | 0 | 0.2 | 3 | 0.3
CCN(CC)C(=O)c1ccc2c(=O)n(Cc3cccc(Br)c3)c(=S)[nH]c2c1 | -4 | -0.1 | 3 | -0.7
C/C=N/NC(=O)c1ccccc1Br | -10 | 0.1 | 9 | 0.1
CCOC(=O)c1c(NC(=O)c2ccc(C(=O)O)cc2C(=O)O)sc2c1CCCC2 | 14 | 0.2 | 3 | 0.5
CCCCNS(=O)(=O)c1ccc(S(=O)(=O)NCCc2ccccc2F)cc1 | 8 | 0.1 | 25 | -1.4
Cc1cc(C(=O)CN(C)C2CCN(C)CC2)c(C)n1-c1c(C)n(C)n(-c2ccccc2)c1=O | 0 | -0.6 | 41 | 0.0
COc1ccc(CC(=O)N2CCc3cc(OC)c(OC)cc3C2COc2ccc([N+](=O)[O-])cc2)cc1OC (centres undefined) | -13 | 0.0 | -9 | -1.0
COc1cccc(OCC(=O)N2CCC3(CC2)OCc2ccccc2O3)c1 | -9 | 0.2 | 19 | 1.8
Fc1ccc(Cn2nnnc2CN(Cc2ccc(Cl)cc2)CC2CCCO2)cc1 (centres undefined) | 4 | -0.1 | 3 | 0.2
O=C(NCCn1ncc2c(N3CCN(c4ccc(F)cc4)CC3)ncnc21)C1CCCC1 | 6 | -0.1 | 3 | -2.0
Cc1nnc(SCC(=O)Nc2c(C)n(C)n(-c3ccccc3)c2=O)s1 | -2 | 0.1 | 8 | 3.4
CCCOc1ccc(/C=C2/SC(N3CCCC3)=NC2=O)cc1 | 1 | -0.2 | -1 | -2.0
COc1ccc(OCC(O)CN(C)C(=O)c2ccc(OC)cc2)cc1 (centres undefined) | 1 | -0.1 | -9 | -0.8
N/C(Cc1ccc([N+](=O)[O-])cc1)=N\OC(=O)Cc1cccs1 | 8 | -0.1 | -10 | 0.2
Cc1cc(C(=O)CCl)c(C)n1Cc1ccco1 | 5 | 0.1 | 33 | -1.5
Cc1noc(C)c1-c1cc(C(=O)NCCOc2ccccc2)ccn1 | 5 | -0.1 | 3 | -1.4

Other compounds
SMILES | TEAD-YAP block | FBW7 activator | MITF inh | GPR151 activ
Oc1ccc(/C=N/n2c(-c3cccnc3)n[nH]c2=S)cc1O | 12 | -0.1 | 22 | 2.5
COc1ccc(-c2csc(NS(=O)(=O)c3ccc(F)cc3F)n2)cc1 | -24 | -0.1 | 4 | -0.5
O=c1[nH]c2ccccc2n1CCCSc1ncccn1 | -25 | 0.5 | 21 | -1.0
Cc1ccccc1N=Cc1ccccc1[N+](=O)[O-] | 12 | 0.0 | -3 | 1.1
CC(=O)Nc1ccc(NC(=O)COC(=O)CNC(=O)c2ccc(C(C)(C)C)cc2)cc1 | 12 | -0.2 | 0 | -1.2
CC(=O)c1cc(-c2ccccc2)n(CCC(=O)N2CCCCC2)c1C | -12 | -0.3 | 5 | 1.3
CCN(CC)S(=O)(=O)c1cc([N+](=O)[O-])ccc1N/N=C(\C)c1cccc(OC)c1 | 0 | 0.1 | 12 | -0.8
Cc1ccc(-n2c(SCC(=O)c3cccc([N+](=O)[O-])c3)nc3[nH]ncc3c2=O)cc1C | 21 | -0.1 | 8 | 1.7
Cc1ccc(CN[C@H]2C[C@H]3C(=O)N[C@@H](CC(C)C)C(=O)N3C2)cc1F | 1 | -0.1 | -1 | 1.0
CC(C)c1ccc2nc(NC(=O)C3COc4ccccc4O3)sc2c1 (centres undefined) | -46 | 0.0 | 4 | 1.2
CCOc1cc(/C=C(\C#N)C(=O)NC2CCCCC2C)ccc1OCC(=O)O (centres undefined) | 6 | -0.2 | -10 | -0.3

Bioassay records as filed in PubChem BioAssay.
